Screens deposited in PubChem by several laboratories.
TNAP inh hiacc: human TNAP enzyme inhibitors, primary screen, biochemical, luminescent, high phosphate acceptor level, uHTS. Alkaline phosphatase, tissue-nonspecific isozyme (Homo sapiens), P05186. purified TNAP, CDP-star luminescence, 1 M DEA. inhibition, % at 20 µM. actives 0.03% (n = 200,000). AID 1135, 2008;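 active = over 50% inhibition of tissue-nonspecific alkaline phosphatase at 20 µM in the single-dose screen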;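 note: plate controls were DMSO wells for no effect and EDTA-quenched wells as full inhibition for full effect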
Target sequence (P05186 whole entry, looked up): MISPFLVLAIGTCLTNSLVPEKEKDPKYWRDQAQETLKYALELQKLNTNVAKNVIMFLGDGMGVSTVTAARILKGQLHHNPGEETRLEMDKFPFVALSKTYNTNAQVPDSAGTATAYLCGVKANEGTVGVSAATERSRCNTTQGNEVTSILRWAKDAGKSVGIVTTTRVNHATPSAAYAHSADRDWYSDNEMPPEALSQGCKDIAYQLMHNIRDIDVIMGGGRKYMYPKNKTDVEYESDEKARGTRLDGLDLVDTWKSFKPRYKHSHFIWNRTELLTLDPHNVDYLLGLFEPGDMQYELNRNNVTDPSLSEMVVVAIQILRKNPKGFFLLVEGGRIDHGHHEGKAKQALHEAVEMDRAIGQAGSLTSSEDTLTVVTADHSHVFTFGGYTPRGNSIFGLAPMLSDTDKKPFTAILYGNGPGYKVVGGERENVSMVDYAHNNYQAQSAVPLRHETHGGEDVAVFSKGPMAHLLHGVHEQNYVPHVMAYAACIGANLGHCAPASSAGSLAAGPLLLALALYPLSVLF
PPARg SRC1 recr: PPARgamma agonists recruiting SRC-1 coactivator, primary screen, biochemical; Peroxisome proliferator-activated receptor gamma (Homo sapiens), P37231; PPARgamma-SRC-1 coactivator recruitment biochemical assay; activation, % at 8 µM; actives 0.41% (n = 200,000); AID 631, 2007; in the data active = activation above about 19%;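 note: 0% = DMSO and 100% = reference agonist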
Target sequence (P37231 whole entry, looked up): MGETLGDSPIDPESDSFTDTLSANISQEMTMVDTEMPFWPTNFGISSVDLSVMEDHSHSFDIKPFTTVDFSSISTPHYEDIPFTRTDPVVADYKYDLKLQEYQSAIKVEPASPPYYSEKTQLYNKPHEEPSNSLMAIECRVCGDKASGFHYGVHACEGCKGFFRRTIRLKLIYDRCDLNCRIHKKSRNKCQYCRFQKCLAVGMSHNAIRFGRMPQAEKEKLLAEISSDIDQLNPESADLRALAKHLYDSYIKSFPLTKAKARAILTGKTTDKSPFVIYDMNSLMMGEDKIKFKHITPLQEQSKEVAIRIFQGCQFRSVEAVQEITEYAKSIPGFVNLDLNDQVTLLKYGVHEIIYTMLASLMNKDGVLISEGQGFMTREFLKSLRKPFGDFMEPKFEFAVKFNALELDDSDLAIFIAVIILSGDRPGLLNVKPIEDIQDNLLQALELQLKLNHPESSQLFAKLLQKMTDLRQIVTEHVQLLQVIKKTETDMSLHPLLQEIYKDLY
PPARg SRC3 recr: PPARgamma agonists recruiting SRC-3 coactivator, primary screen, biochemical; Peroxisome proliferator-activated receptor gamma (Homo sapiens), P37231; biochemical PPARgamma/SRC-3 coactivator recruitment assay; actives 0.26% (n = 200,000); activation, % at 8 µM; in the data active = activation above about 23%;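 note: 0% = DMSO and 100% = reference agonist; some compounds past the cut are filed as inactive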
TNAP inh no acc: human TNAP enzyme inhibitors, primary screen, biochemical, luminescent, no phosphate acceptor, uHTS; Alkaline phosphatase, tissue-nonspecific isozyme (Homo sapiens), P05186; purified TNAP, CDP-star luminescence, 30 min; inhibition, % at 20 µM; actives 0.26% (n = 200,000); AID 1012, 2008;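 active = tissue-nonspecific alkaline phosphatase inhibition above about 50% at 20 µM in the single-dose screen, limit read from the data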;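 note: 0% = DMSO negative control and 100% = EDTA positive control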
PPARg SRC2 recr: agonists of PPARg-SRC-2 recruitment, primary screen, biochemical, HTS | Peroxisome proliferator-activated receptor gamma (Homo sapiens), P37231 | actives 0.34% (n = 200,000) | activation, % at 8 µM | PPARgamma LBD-SRC-2 recruitment; in the data active = activation above about 22%;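 note: 0% = vehicle and 100% = reference agonist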
bIAP activator: bovine intestinal alkaline phosphatase activators, primary screen, biochemical, bovine IAP, CDP-star luminescence. purified bovine IAP, 30 min; hits give high values; fold of DMSO-control signal, blank-subtracted. actives 0.17% (n = 200,000). activation factor at 20 µM. AID 1016, 2008. alkaline phosphatase, intestinal [Bos taurus];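 active = activation factor of 2 or more at 20 µM, a signal rise over negative controls twice the positive control's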
TNAP act hiacc: TNAP activators at high phosphate acceptor level, primary screen, biochemical, luminescence, uHTS; purified TNAP, CDP-star luminescence, 1 M DEA, 30 min; hits give high values; 0 = EDTA background, 1 = DMSO-only activity; activation factor at 20 µM; Alkaline phosphatase, tissue-nonspecific isozyme (Homo sapiens), P05186; AID 1136, 2008; 200,000 tested, under 10 active;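 active = activation factor at least 2 at 20 µM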
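Assay system: human TNAP; Input: enzyme diluted 1/800 final; Reagent: CDP-star luminogenic substrate at 100 µM final; Timing: 30 min, room temperature; Signal: luminescence; Evaluation: TNAP activation factor scaled between EDTA and DMSO control wells.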
bIAP inh: bovine intestinal alkaline phosphatase inhibitors, primary screen, selectivity assay for TNAP inhibitor project, biochemical, bovine IAP, CDP-star luminescence; 190,000 tested, under 10 active; inhibition, % at 20 µM; purified bovine IAP, 30 min; alkaline phosphatase, intestinal [Bos taurus];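 active = over 50% inhibition of intestinal alkaline phosphatase at 20 µM in the single-dose screen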
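Incubation: 30 min reaction at room temperature / Material: purified bovine intestinal alkaline phosphatase (IAP) enzyme / Input: enzyme at 1/65,000,000 dilution / Dosing: 20 µM single dose / Signal: CDP-star luminescence signal / Reagent: CDP-star chemiluminescent phosphatase substrate, 30 µM final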
HMGR II inh: inhibitors of E. faecalis class II HMGR, primary screen, biochemical, Enterococcus faecalis. HMG-CoA reductase (Enterococcus faecalis, mvaE). purified E. faecalis HMGR, NADPH absorbance 340 nm kinetic. inhibition, % at 10 µM. actives 0.41% (n = 190,000). AID 1066, 2008;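 active = inhibition above a set limit, the median over all tested compounds plus 3 SD, cut at about 9.5% in these data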;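 note: enzyme runs in reverse so mevalonate oxidation gives rising NADPH absorbance; 0% = complete reaction with DMSO and 100% = background rate lacking mevalonate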
SRC2 TRFRET art: TR-FRET signal artefacts, primary screen, artefact control for PPARgamma SRC-2 agonist project, biochemical. TR-FRET artefact counter-screen; hits give high values. TR-FRET ratio at 8 µM. actives 0.4% (n = 200,000); in the data active = TR-FRET ratio above about 2000; note: inactives centre near 1500
The depositor's hits bear a star; nt = no result given.

item	structure	TNAP inh hiacc	PPARg SRC1 recr	PPARg SRC3 recr	TNAP inh no acc	PPARg SRC2 recr	bIAP activator	TNAP act hiacc	bIAP inh	HMGR II inh	SRC2 TRFRET art
1	O=C(COC(=O)c1cccc(S(=O)(=O)N2CCCCC2)c1)NC1CCCc2ccccc21 (centres undefined)	-6	0	0	-8	-4	0.8	1.1	22	-4	1576
2	CCn1c(SCC(=O)Nc2nccs2)nnc1-c1cc2cccc(OC)c2o1	-6	11	13	-10	9	1	1.1	-2	nt	1641
3	COc1ccccc1-n1c(CCn2nc(C)c(Br)c2C)n[nH]c1=S	-1	-5	0	-5	1	1	1	2	2	1610
4	COc1ccccc1N1CCN(C(=O)C2CCN(S(=O)(=O)c3ccc(Cl)cc3)CC2)CC1	-8	8	0	-10	13	1	1.1	-1	1	1591
5	O=C(Nc1ccc2nc3n(c(=O)c2c1)CCCC3)c1cc([N+](=O)[O-])ccc1F	7	3	2	-12	5	0.9	0.9	5	-8	1609
6	CCCN1CCN(C(=S)Nc2ccccc2C(F)(F)F)CC1	-8	-4	-4	-8	-3	1.1	1.1	-7	-2	1617
7	CC(C)NS(=O)(=O)c1cc(C(=O)O)ccc1Cl	-2	2	0	-4	9	0.5	1	45	-1	1840
8	Cn1c(/C(C#N)=C/C2CC=CCC2)nc2ccccc21 (centres undefined)	-3	9	2	-7	2	0.9	1	7	nt	1732
9	CN1CCN(C(=O)CN(Cc2ccccc2)S(C)(=O)=O)CC1	-2	4	9	-2	-4	0.9	1	12	-1	1335
10	COc1ccc(C(CCN(Cc2ccc(OC)c(OC)c2)C(=O)CCl)c2ccccc2)cc1 (centres undefined)	-6	4	4	-10	2	0.9	1.1	10	3	1532
11	CCCCn1c(SCc2nc(N)nc(N3CCCCC3)n2)nc2c1c(=O)n(C)c(=O)n2C	-5	-2	-3	-10	6	0.8	1.1	20	0	1553
12	COCCCNC(=O)/C=C/c1ccc(Cl)cc1	-3	-7	-10	-6	3	1	1	4	0	1253
13	Cc1c(Cl)c([N+](=O)[O-])nn1CC(=O)NC12CC3CC(CC(C3)C1)C2	-9	-5	-6	-5	8	0.8	1.1	21	-1	1515
14	Cc1nn(Cc2ccccc2)c(Cl)c1C(=O)OCc1nnc(-c2ccccc2)o1	-6	2	-1	4	-3	1	1.1	3	-5	1552
15	CCC(=O)Nc1cc(Cl)ccc1C(=O)O	-7	8	-6	-11	3	0.9	1.1	8	0	1458
16	CCN1CCN(S(=O)(=O)c2cccc3nsnc23)CC1	-7	-2	2	-18	-6	0.7	1.1	26	-4	1658
17	O=C(c1cnn2c(C(F)F)cc(-c3ccccc3)nc12)N1CCSCC1	-5	-1	-6	-10	-1	0.9	1.1	11	-6	1599
18	O=S(NC1CCCCC1)C12CC3CC(CC(C3)C1)C2 (centres undefined)	-3	-4	-8	-5	-1	1.1	1	-9	-7	1441
19	Cc1cc(Nc2ccccc2)nc(-c2ccccc2O)n1	-4	4	-2	2	16	0.7	1	30	-6	1424
20	COc1ccc(N2CCN(C(=O)c3ccc(NS(=O)(=O)c4ccc(F)cc4)cc3)CC2)cc1	-4	9	5	-6	-2	1	1	5	-3	1699
21	O=C(CN1CCC(C(O)(c2ccccc2)c2ccccc2)CC1)Nc1cc(Cl)ccc1Cl	1	-6	-6	-1	0	1.1	1	-9	-2	1443
22	CC(C)N1CC2(c3ccccc3)CN(C(C)C)CC(c3ccccc3)(C1)C2=O	-8	4	7	-12	1	0.9	1.1	10	0	1592
23	c1cnc2c(OCc3cn4cccnc4n3)cccc2c1	-4	-10	-2	-6	-1	1.1	1	-10	-1	1511
24	Nc1nnc(N2CCc3ccccc32)s1	-3	9	5	-4	7	0.9	1	9	-1	1637
25	Cc1ccc(C)c(NC(=O)c2cccc(Oc3ccc([N+](=O)[O-])cc3Cl)c2)c1	-4	1	5	-12	7	0.9	1	7	-3	1537
26	COc1ccc(OC)c(CN2CCCC(CO)C2)c1 (centres undefined)	-2	2	5	-19	11	1	1	1	2	1680
27	CCOC(=O)C1CCN(C(=O)CNS(=O)(=O)c2ccc(Br)s2)CC1	-5	1	-3	-20	-5	0.9	1.1	13	0	1638
28	COc1ccccc1/C=N/NC(=O)c1cccc(NC(=O)c2ccccc2Cl)c1	-1	-9	0	-5	-2	1	1	0	1	1454
29	CCCCC(=O)Nc1ccc(NC(=O)c2ccccc2OC)cn1	-8	-1	-9	-9	-5	0.9	1.1	10	-1	1690
30	CC1CCN(S(=O)(=O)c2cc(C(=O)N3CCN(c4ncccn4)CC3)ccc2Br)CC1	1	8	0	-11	8	0.9	1	14	-2	1785
31	CCc1ccc2[nH]c(=O)c(CN(Cc3ccccc3OC)Cc3nnnn3Cc3ccco3)cc2c1	-5	2	10	-8	0	1	1.1	1	-6	1574
32	Cc1cccc(NC(=O)CSc2nnc(CNC(=O)c3ccc(S(=O)(=O)N(C)C)cc3)n2-c2cccc(C)c2)c1	-4	1	-1	-16	-4	1.3	1	-30	1	1471
33	O=C(C1CCN(C2CCN(Cc3ccc4c(c3)CCO4)CC2)CC1)N1CCOCC1	-1	0	-6	-8	6	1	1	2	-2	1459
34	Cc1ccc2c(c1)N(CC(=O)NC1CCCCC1C)C(=O)CO2 (centres undefined)	-5	1	2	-11	12	1	1	0	-2	1623
35	Cc1ccc(S(=O)(=O)c2nc(Nc3ccccc3N3CCOCC3)sc2Cl)cc1	-1	-6	1	-9	-5	1	1	2	3	1533
36	COC(=O)c1ccc(C2C(Oc3ccccc3C)C(=O)N2CCc2ccc(OC)c(OC)c2)cc1 (centres undefined)	2	6	5	-5	8	1	1	-4	0	1693
37	COc1cc(NC(=O)CCn2c(=O)[nH]c3ccsc3c2=O)cc(OC)c1	4	4	1	10	12	1	1	-1	2	1655
38	Cc1cc(C)c(C(=O)CN2C(=O)NC3(CCCCCC3)C2=O)cc1C	-6	2	2	-1	6	1	1.1	-2	2	1633
39	Cc1cc(=O)[nH]c(SCc2cc(=O)n3nc(C)sc3n2)n1	-8	1	-1	7	1	1	1.1	5	-7	1437
40	CCOC(=O)C1CCN(C(=O)CN(C)S(=O)(=O)c2cc(C)ccc2OC)CC1	-3	7	4	-9	8	1	1	3	1	1514
41	C/C(=N\NC(=O)c1csc(C)c1C)c1ccco1	0	-3	-4	-3	-2	0.9	1	8	1	1453
42	COC(=O)c1ccc(CNC(=O)c2coc3ccccc3c2=O)cc1	-1	-4	5	-4	0	1.1	1	-6	8	1559
43	O=C(N1CCOCC1)C(F)(F)C(=O)N1CCOCC1	-9	-6	-11	-11	-1	0.9	1.1	11	-4	1497
44	O=C1NCC(COc2ccc(Cl)cc2)O1 (centres undefined)	-3	3	2	7	11	1	1	-2	-5	1811
45	CC(=O)C(C(C)=O)C1(O)C(=O)c2ccccc2C1=O	-1	-1	-4	0	-6	1.1	1	-11	-3	1466
46	CCOC(=O)C1=C(CC)Nc2ccccc2N/C1=N\S(=O)(=O)c1ccc2ccccc2c1	-1	1	-2	0	-2	0.9	1	7	3	1531
47	O=S(=O)(Nc1ccc(Cc2ccncc2)cc1)c1ccc(Cl)cc1	-3	-5	-1	-8	0	1	1	-5	-4	1394
48	Cc1ccccc1/C=c1\s/c(=C\C(=O)C(C)(C)C)[nH]c1=O	-7	1	10	-3	10	0.9	1.1	6	-4	1585
49	O=C(/C=C/c1ccco1)N(c1ccccn1)c1ccccn1	4	8	3	-1	5	1	1	-1	-3	1622
50	Cc1ccc(C2CC(c3cccc(Br)c3)n3nc(N)nc3N2)cc1 (centres undefined)	2	1	2	-12	7	0.8	1	16	-2	1699

A second format for some results above:
32: Cc1cccc(NC(=O)CSc2nnc(CNC(=O)c3ccc(S(=O)(=O)N(C)C)cc3)n2-c2cccc(C)c2)c1
33: O=C(C1CCN(C2CCN(Cc3ccc4c(c3)CCO4)CC2)CC1)N1CCOCC1
34: Cc1ccc2c(c1)N(CC(=O)NC1CCCCC1C)C(=O)CO2 (centres undefined)
35: Cc1ccc(S(=O)(=O)c2nc(Nc3ccccc3N3CCOCC3)sc2Cl)cc1
36: COC(=O)c1ccc(C2C(Oc3ccccc3C)C(=O)N2CCc2ccc(OC)c(OC)c2)cc1 (centres undefined)
Screen / compound no.	32	33	34	35	36
TNAP inh hiacc	-4	-1	-5	-1	2
PPARg SRC1 recr	1	0	1	-6	6
PPARg SRC3 recr	-1	-6	2	1	5
TNAP inh no acc	-16	-8	-11	-9	-5
PPARg SRC2 recr	-4	6	12	-5	8
bIAP activator	1.3	1	1	1	1
TNAP act hiacc	1	1	1	1	1
bIAP inh	-30	2	0	2	-4
HMGR II inh	1	-2	-2	3	0
SRC2 TRFRET art	1471	1459	1623	1533	1693

(next part)
item	structure	TNAP inh hiacc	PPARg SRC1 recr	PPARg SRC3 recr	TNAP inh no acc	PPARg SRC2 recr	bIAP activator	TNAP act hiacc	bIAP inh	HMGR II inh	SRC2 TRFRET art
51	Cc1ccccc1-c1cc(C(=O)Nc2nc3c(s2)CCCC3)c2ccccc2n1	-1	5	12	-1	13	1.1	1	-5	3	1607
52	CCNc1nnc(CSc2nc3ccccc3s2)s1	4	8	6	-3	8	0.9	1	6	-5	1512
53	Cc1ccc(NC(=O)Cn2nc(C)c(S(=O)(=O)N(C)C)c2C)cc1	-7	-2	-3	-12	-11	1	1.1	3	-5	1473
54	O=C(O)c1cnc(-c2ccccc2)nc1C(F)(F)F	-5	12	-3	-4	7	1	1	0	-2	1772
55	Cn1c(N=NC(=O)c2ccccc2)c(O)c2ccccc21	16	19	10	10	18	0.9	0.8	11	2	1734
56	Clc1ccc(-c2noc(CN(Cc3ccccn3)CC3CCCO3)n2)cc1 (centres undefined)	2	6	6	-2	3	1.1	1	-6	2	1390
57	Cc1cc2ncn(CC(O)COC3CCCCC3)c2cc1C (centres undefined)	-8	1	5	-6	12	1.1	1.1	-9	-1	1794
58	COc1nc(NCCC2=CCCCC2)nc(OC)n1	-3	-4	-10	-7	-3	0.9	1	9	-7	1476
59	CC(C)(C)NS(=O)(=O)c1ccc(CCC(=O)NCc2ccc3c(c2)OCO3)cc1	-2	-4	-5	-10	11	0.9	1	7	2	1606
60	CCC(NS(=O)(=O)c1ccc(C)cc1)C(=O)O (centres undefined)	-4	3	-2	-16	-6	0.9	1	5	-2	1505
61	COC(=O)C(NC(=O)c1ccccc1)c1ccccc1 (centres undefined)	-10	-2	4	-14	3	0.9	1.1	8	-8	1357
62	CC(=O)C1C(c2ccncc2)NC(=O)NC1(O)C(F)(F)F (centres undefined)	1	5	-1	-5	3	1	1	4	-2	1465
